# Efflux pump inh: blocks antifungal efflux pumps in multiplex yeast assay; S. cerevisiae Candida pump triplex, Nile Red efflux; 0.44% of 330,000 active; inhibition, % at 10 µM; AID 485275;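 active = plate passing quality check with inhibition over a set limit, or well fluorescence over plate mean plus 4 SD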;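 note: Nile Red retained in pooled yeast measured as flow cytometry median fluorescence; 0% = buffer negative control and 100% = Enniatin B positive control; higher means more Nile Red kept so more efflux inhibition; some compounds called inactive have numbers as strong as hits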
# ZTA DNA inh: blocks Epstein-Barr virus ZTA, an EBNA-1 counter-screen | inhibition, % at 11 µM | ZTA-DNA binding, fluorescence polarization | AID 2234 | P03206 | 0.15% of 320,000 active; in the data active = inhibition above about 33%
# MEX-5 binding: C. elegans MEX-5 TCR-2 RNA binding activity | Q9XUB2 | MEX-5/FITC-TCR2 RNA binding, fluorescence polarization; stronger effect = lower value | activity score (negative = inhibition of binding), % at 10 µM | 0.38% of 300,000 active | AID 1832;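 active = inhibition past about -25% in most replicates, and total fluorescence under double the plate's negative control median, limit read from the data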;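 note: 0% = DMSO and -100% = 5 µM competing unlabeled TCR2 RNA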
# EBNA-1 inhibitor: blocks EBNA-1 binding to DNA | inhibition, % at 14.8 µM | 0.34% of 300,000 active | AID 1950 | EBNA-1 DNA binding, fluorescence polarization; in the data active = inhibition above about 28%
# Fam108B inh: Fam108B inhibition, counter-screen for RBBP9 inhibitors | recombinant Fam108B, FP-Rh probe fluorescence polarization | inhibition, % at 9.51 µM | 0.33% of 300,000 active | AID 1947;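 active = inhibition above the screen mean inhibition plus 3 SD, computed separately per campaign, cut at about 18% in these data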;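 note: inhibitors lower polarization as less probe binds the enzyme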
# GLD-1 TGE inh: GLD-1-TGE RNA interaction inhibition (C. elegans) | Q17339 | AID 2280 | inhibition, % at 5.96 µM | purified GLD-1 + fluorescein TGE RNA, fluorescence polarization | 0.44% of 320,000 active;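 active = percent inhibition above a per-plate cutoff, the plate mean of test compounds plus 3 SD, cut at about 30% in these data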;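 note: 0% = DMSO wells with GLD-1 and probe and 100% = wells lacking GLD-1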
# Target sequence (Q17339 whole entry, looked up): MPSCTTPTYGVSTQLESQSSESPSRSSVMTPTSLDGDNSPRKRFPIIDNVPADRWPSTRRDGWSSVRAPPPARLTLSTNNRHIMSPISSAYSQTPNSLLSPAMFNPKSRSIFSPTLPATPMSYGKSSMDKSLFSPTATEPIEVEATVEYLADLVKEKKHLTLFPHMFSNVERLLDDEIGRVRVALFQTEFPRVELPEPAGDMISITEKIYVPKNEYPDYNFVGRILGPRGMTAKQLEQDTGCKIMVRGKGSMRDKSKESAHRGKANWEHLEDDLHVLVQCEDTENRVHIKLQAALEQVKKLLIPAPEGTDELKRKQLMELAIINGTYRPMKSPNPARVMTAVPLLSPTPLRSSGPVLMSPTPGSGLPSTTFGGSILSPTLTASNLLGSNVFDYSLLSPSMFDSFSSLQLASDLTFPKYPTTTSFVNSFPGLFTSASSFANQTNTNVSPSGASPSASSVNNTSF
# CR mimetic SO: caloric restriction mimetics inhibiting age-related superoxide in yeast | superoxide response (% of plate mean), % at 10 µM | 0.18% of 330,000 active | S. cerevisiae aged cells, superoxide DHE fluorescence; stronger effect = lower value | AID 2690;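 active = superoxide response under a set limit, about three screen SD below normal, cut at about 65% in these data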;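 note: yeast aged for seven days with compound at 30 °C before DHE staining; 100% = average MFI of all compound-treated wells on the plate with controls excluded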
# MCL1 BIM primary: inhibitors of human MCL1 binding to BIM-BH3 peptide; Q07820; GST-MCL1 / FITC-Bim-BH3 fluorescence polarization; inhibition, % at 10.9 µM; 0.68% of 320,000 active;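 active = inhibition above the mean inhibition of all tested compounds plus 3 SD, set per campaign, cut at about 40% in these data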;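 note: 0% = DMSO wells and 100% = unlabeled Bim-BH3 peptide control; higher means more loss of mP so more displacement of Bim peptide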
# Target sequence (Q07820 whole entry, looked up): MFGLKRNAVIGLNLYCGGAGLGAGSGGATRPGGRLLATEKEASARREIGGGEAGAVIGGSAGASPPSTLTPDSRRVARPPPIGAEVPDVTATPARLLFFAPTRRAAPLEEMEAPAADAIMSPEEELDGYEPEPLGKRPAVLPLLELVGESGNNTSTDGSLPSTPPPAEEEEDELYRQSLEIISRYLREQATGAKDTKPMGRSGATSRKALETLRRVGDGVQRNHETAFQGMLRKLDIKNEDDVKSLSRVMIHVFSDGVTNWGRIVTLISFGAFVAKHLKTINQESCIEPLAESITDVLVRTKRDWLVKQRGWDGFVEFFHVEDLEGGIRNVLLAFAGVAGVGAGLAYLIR
# Bcl-xL primary: blocks human Bcl-xL binding to Bim BH3 peptide | Q07817 | GST-Bcl-xL / FITC-Bim BH3 peptide fluorescence polarization | inhibition, % at 10.9 µM | 0.7% of 320,000 active | AID 2129;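 active = inhibition above the mean of all tested compounds plus 3 SD, cutoff set per campaign, cut at about 30% in these data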;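 note: 0% = DMSO wells and 100% = unlabeled Bim-BH3 peptide competitor; inhibitors lower millipolarization by displacing the labeled peptide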
# Target sequence (Q07817 whole entry, looked up): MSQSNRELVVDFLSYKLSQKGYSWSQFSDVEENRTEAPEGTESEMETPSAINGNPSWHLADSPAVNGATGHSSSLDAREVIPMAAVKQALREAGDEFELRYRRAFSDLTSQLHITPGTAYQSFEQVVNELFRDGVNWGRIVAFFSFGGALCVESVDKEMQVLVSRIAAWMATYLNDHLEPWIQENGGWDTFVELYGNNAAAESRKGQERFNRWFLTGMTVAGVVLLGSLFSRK
# Active calls of the source: *; nt = no result given. Compounds were not picked by outcome; about 2.3% have a hit in one of these screens.
# Below each compound – Efflux pump inh	ZTA DNA inh	MEX-5 binding	EBNA-1 inhibitor	Fam108B inh	GLD-1 TGE inh	CR mimetic SO	MCL1 BIM primary	Bcl-xL primary
CCOC(=O)C1(CCc2ccccc2)CCN(Cc2cnc(N(C)C)s2)CC1
    -0.1	-0.6	0.3	4.5	5.4	6.4	99.1	-0.1	2.4
CCCCOCCCN1CC(=O)N2C(C)c3[nH]c4ccccc4c3C[C@H]2C1=O (stereo partly drawn)
    0.7	-9.8	-1.6	-2.7	0.2	3.2	82.3	5.3	3.2
CCC(=O)NC(c1cccs1)c1cc([N+](=O)[O-])c2cccnc2c1O (stereo not drawn)
    -0.1	4.7	-9.3	0.9	10.5	3.0	85.8	9.2	7.2
CCCn1c(C)cc(/C=C(\C#N)C(=O)OCC(=O)NC(=O)NCC)c1C
    0.1	-12.0	-5.3	-5.0	2.4	5.5	107.0	4.0	2.1
Cc1cccc(C(=O)NCCc2csc(C)n2)c1
    0.1	8.3	1.8	-8.6	8.6	2.1	111.3	-0.4	1.9
COC(=O)c1c(C(=O)OC)c(-c2ccc(F)cc2)n2c1CS(=O)C2 (stereo not drawn)
    -0.1	1.6	-0.4	13.9	1.7	-2.5	89.0	6.7	-0.2
CCOc1ccccc1/C=N/NC(=O)c1cccc(S(=O)(=O)N2CCOCC2)c1
    0.5	-12.3	0.3	-4.2	-4.9	-9.9	118.7	1.3	-0.3
COC(=O)c1ccc2c(c1)NC(=O)C(N1CCCCC1)S2 (stereo not drawn)
    0.1	10.0	-1.4	1.7	-1.3	3.1	104.1	-0.4	0.2
CCOC(=O)c1cc(-c2csc(Nc3ccccc3Cl)n2)on1
    0.0	-12.5	nt	-11.3	-6.3	10.3	106.6	2.8	5.1
Cc1ccc(OCC(=O)N/N=C\c2c(C)n(C)c3ccccc23)c([N+](=O)[O-])c1
    0.2	-7.6	0.2	-5.2	7.9	3.0	89.7	1.3	3.8
CC(C)(C)c1cc(CNC2CS(=O)(=O)C[C@@H]2O)cc(C(C)(C)C)c1O (stereo partly drawn)
    0.1	14.0	-1.5	0.4	-1.2	1.6	108.4	2.1	3.8
CCOc1ccc(CN(C)CC(=O)Nc2cccc(S(=O)(=O)N(C)c3ccccc3)c2)cc1
    -0.4	8.9	-1.5	7.2	-4.4	1.6	98.6	-5.4	0.2
C/C(=N/NC(=O)c1sc(NS(=O)(=O)c2ccc(C)cc2)nc1C)c1sc(N)nc1C
    0.3	16.2	0.7	5.3	4.2	7.1	97.5	0.9	5.0
O=C(c1ccccc1)c1ccc2c(c1)OCCOCCOCCO2
    0.1	-12.8	-1.9	0.9	2.2	4.1	108.3	-4.3	0.0
O=C(O)c1ccccc1C(=O)O
    0.1	-9.9	nt	nt	nt	-0.6	122.6	-2.1	0.9
Cc1cc(C)c2c(=O)n(-c3ccccc3)[nH]c2n1
    0.1	7.2	-0.2	3.6	-2.3	0.0	94.3	2.6	3.2
CC1CCc2cc(F)ccc2N1C(=O)CN1C(=O)c2ccccc2C1=O (stereo not drawn)
    0.0	15.4	0.4	12.7	-1.5	0.8	95.8	-7.6	-0.1
NC(=O)NS(=O)(=O)Oc1ccccc1
    -0.1	-10.3	-0.6	19.7	-4.0	2.4	103.4	11.1	3.0
O=C(CSc1ccc(Cl)cc1)NC1CCCC1
    0.0	-21.5	-2.7	5.0	-1.3	6.8	99.6	9.9	9.1
Oc1ccc(N2CCN(CC(O)c3ccccc3)CC2)cc1 (stereo not drawn)
    -0.1	-1.1	-1.0	-7.7	-0.1	-3.5	80.2	9.2	15.9

# Only GLD-1 TGE inh and MEX-5 binding, for two of the compounds above:
Compound | GLD-1 TGE inh | MEX-5 binding
O=C(O)c1ccccc1C(=O)O | -0.6 | nt
Cc1cc(C)c2c(=O)n(-c3ccccc3)[nH]c2n1 | 0.0 | -0.2

# Continuation:
# Below each compound – Efflux pump inh	ZTA DNA inh	MEX-5 binding	EBNA-1 inhibitor	Fam108B inh	GLD-1 TGE inh	CR mimetic SO	MCL1 BIM primary	Bcl-xL primary
O=C(Nc1cc(C(F)(F)F)ccc1N1CCOCC1)c1cccs1
    0.0	-1.3	2.4	-6.7	-3.4	4.1	107.5	6.9	-3.9
CCOC(=O)C1CCN(S(=O)(=O)c2ccc3c(c2)NC(=O)CS3)CC1
    0.2	8.1	1.5	0.0	0.5	-3.4	101.9	3.7	3.9
Cn1nc(C(=O)Nc2ccc(S(=O)(=O)NCc3ccco3)cc2)c2ccccc2c1=O
    -0.1	0.2	-3.3	9.2	1.8	-4.0	126.4	0.8	4.4
O=C(CSC(=S)N1CCCC1)NCC(=O)Nc1ccccc1Br
    -0.1	7.2	-2.3	-1.4	2.6	-0.5	93.6	7.5	6.9
CCCC(c1nnnn1C1CCCCC1)N1CCN(c2ncccn2)CC1 (stereo not drawn)
    0.1	-12.8	2.1	8.5	-2.3	10.6	95.7	-0.2	6.4
COC(=O)/C(=C\Nc1ccc(Cl)cc1Cl)NC(=O)c1ccccc1
    0.0	5.8	-1.2	16.4	-0.5	1.5	98.5	-8.2	-8.0
Cc1ccc(C23CC4CC(CC(NC(=O)NC(C)(C)CO)(C4)C2)C3)cc1
    -0.1	6.1	-0.4	8.6	0.5	0.8	98.6	1.9	4.4
COc1cc(/C=C2\SC(=S)N(CCC(=O)NC3CCCC3)C2=O)cc(OC)c1OC
    -0.1	-0.7	-7.4	6.2	-0.9	-3.6	100.6	-5.1	0.1
COC(=O)C1(C)NC(c2ccccc2C)C2C(=O)N(c3ccccc3)C(=O)C21 (stereo not drawn)
    -0.1	15.0	4.2	9.7	1.1	3.8	98.2	-2.6	3.5
CCOC(=O)c1cc2ccc(OC)cc2oc1=O
    0.0	17.6	0.6	-0.6	-1.9	2.8	109.3	0.6	2.0
COc1ccc(C2CC(=O)c3sc(NC(C)=O)nc3C2)cc1 (stereo not drawn)
    0.1	-22.6	-0.8	-13.0	3.6	-2.3	120.7	8.3	3.6
COc1cccc2cc3c(=O)oc4ccccc4c3nc12
    0.1	-2.4	1.4	-5.6	1.5	4.5	120.2	7.1	7.9
Cc1ccc2c(c1)N(CC(=O)N1CCN(c3nc4ccccc4s3)CC1)C(=O)C(C)O2 (stereo not drawn)
    0.0	7.0	0.9	3.4	0.3	0.1	84.0	-3.3	2.0
CC(C)C(NC(=O)c1ccc(C(C)(C)C)cc1)C(=O)Nc1ccc(N2CCOCC2)cc1 (stereo not drawn)
    0.1	8.7	nt	nt	nt	2.1	98.3	7.0	4.0
CC(C)NC(=O)NC(=O)CN1c2cccc3cccc(c23)S1(=O)=O
    -1.2	10.4	0.9	4.6	-1.8	2.8	109.1	6.2	7.8
Cn1cc(CN2CCCC(CNC(=O)c3ccc4c(c3)OCO4)C2)c2ccccc21 (stereo not drawn)
    -0.1	3.3	-2.9	-2.2	1.4	0.4	111.6	-6.3	1.2
COc1cccc(NC(=O)CN(C)C(=O)c2c(-c3ccccc3)noc2C)c1
    0.1	3.0	-1.0	-8.9	-1.1	5.3	95.3	1.4	-1.7
Cc1cccc(OC(C)C(=O)Nc2ccc(S(=O)(=O)N3CCCC3)cc2)c1 (stereo not drawn)
    0.0	-0.8	-1.2	-7.2	-3.4	3.4	91.9	-8.4	-1.5
CCn1c(SCC(=O)O)nnc1-c1ccc2[nH]c(C)c(C)c2c1
    0.1	1.3	-0.5	9.0	5.0	3.2	105.0	-6.5	-15.9
O=C(Nc1ccc(F)c(Cl)c1)c1cc(-c2ccco2)on1
    0.5	14.5	1.9	-0.2	-2.8	-4.2	119.0	1.8	5.6
CCCOC(=O)Nc1ccc(C(N)=O)cc1
    0.0	-7.0	0.9	-16.1	-7.0	3.8	85.7	2.3	5.2
COc1cccc(NC(=O)N2CCN(S(C)(=O)=O)CC2)c1
    0.0	2.3	2.1	1.0	-1.5	0.1	93.1	2.1	0.3
CC(=O)c1cc2c(cc1NC(=O)CN1CCCCCC1)OCO2
    0.0	2.7	-3.0	9.6	-0.2	-1.4	98.0	-0.1	-2.9
CC(C)NC(=O)c1ccc2c(=O)n(C3CCCC3)c(=S)[nH]c2c1
    0.4	9.7	1.2	9.1	2.5	9.5	109.9	-2.9	-0.9
CCc1nc2cc(Cl)c(Cl)cc2[nH]1
    0.1	-0.2	-1.7	-3.0	-7.5	3.7	114.4	2.9	-0.2
CCOc1ccc(NC(=O)CN2CCN(CC(=O)Nc3ccc4c(c3)OCO4)CC2)cc1
    0.1	-0.3	1.7	-0.3	1.0	-4.8	98.0	0.7	9.0
COc1cc2nc(C3CCC3)n(NC(=O)c3ccco3)c(=O)c2cc1OC
    -0.1	15.6	1.7	3.2	1.8	5.3	106.8	5.7	3.0
CCc1ccc(CNCc2ccc(F)cc2)cc1
    0.3	5.9	-0.6	5.1	0.2	3.1	91.4	2.3	7.8
CCCCCCCc1n[nH]c(=S)n1Cc1ccccc1
    -0.1	4.3	0.2	8.5	0.4	4.0	94.5	-20.2	-19.4
CC(=O)c1ccc(NC(=O)c2cc3ccccc3o2)cc1
    0.1	7.0	4.2	-10.8	-0.5	5.2	106.1	-0.7	3.5
COc1ccc(C(=O)/C=C2\NCCc3cc(OC)c(OC)cc32)cc1OC
    0.4	-15.7	1.3	-21.7	-10.1	-33.2	115.1	-48.1	-22.7
O=c1c2ccccc2nc2n1CCS2(=O)=O
    0.2	8.1	-0.6	-14.4	-0.4	-2.4	99.4	12.7	3.9
O=C(NNC(=O)c1ccncc1)Nc1cccc([N+](=O)[O-])c1
    0.1	11.4	-6.1	-7.7	-5.3	2.0	91.6	-6.1	-10.4
Cc1ccc(NC(=O)Cn2nnc(-c3ccc4c(c3)OCO4)n2)cc1F
    -0.2	6.0	-1.0	-3.2	-5.9	5.5	104.2	2.0	4.3
O=C(C1CCCN(S(=O)(=O)c2ccccc2)C1)N1CCCc2ccccc21 (stereo not drawn)
    -0.1	-3.8	-0.5	-1.9	-1.1	7.6	98.0	-2.1	2.6
O=C1c2[nH]nc(-c3ccccc3O)c2C(c2ccccc2)N1Cc1ccco1 (stereo not drawn)
    -0.1	-1.1	0.7	4.2	-2.7	7.0	101.8	5.2	3.7
COc1cccc(NC(=O)C(=O)NCCCN2CCCC2=O)c1
    -0.1	-10.4	-0.1	-0.3	1.3	2.1	96.5	-0.7	-2.3
CC(=O)c1ccc(O)c(CC=C(C)C)c1
    0.1	-1.0	1.2	3.1	4.6	4.1	117.9	2.6	0.9
CCOc1ccccc1N1CC(C(=O)N2CCc3ccccc3C2)CC1=O (stereo not drawn)
    -0.3	-2.6	-1.6	-2.6	-0.9	5.8	102.7	0.6	3.3
O=C(CN(c1ccccn1)S(=O)(=O)c1ccc(F)cc1)Nc1ccc(F)cc1F
    -0.1	-11.0	-0.3	10.0	-1.6	7.7	98.6	2.3	-0.8
COc1ccc(OC)c(C2=C/C(=C/c3ccccn3)C(=O)O2)c1
    0.0	-1.2	-41.8*	-8.9	-1.9	-58.1	96.8	1.5	31.1*
CCC(Cc1ccccc1)NC(=O)c1ccc2nc(N3CCOCC3)sc2c1 (stereo not drawn)
    2.1*	-11.8	0.3	-0.8	-1.3	-0.2	110.7	0.4	0.4

# Screening results from PubChem BioAssay.
